GRK2 inh – compounds blocking aptamer binding on GRK2 – biochemical, human GRK2, bead flow cytometry, HTS, primary screen; FAM-aptamer displacement from GRK2; inhibition of aptamer binding, % at 10 µM; 0.59% of 330,000 active; AID 488847, 2010;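 active means inhibition of aptamer binding above 40%, roughly 3 SD of noise, on plates passing a quality check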;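 further: median bead fluorescence of bound FAM aptamer so fluorescent compounds give negative values; no value below 0 was filed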
VLA-4 inh – inhibition in human VLA-4 binding assay, primary screen, VLA-4 allosteric modulator project, MLPCN library, flow cytometry, VLA-4 expressing cells. Integrin alpha-4 (Homo sapiens), P13612. ligand binding flow cytometry. inhibition, % (about 7 µM as worked out from the volumes in the protocol). 0.2% of 330,000 active; in the data active means inhibition above about 50%
PME-1 inh – PME-1 inhibitors via competitive probe labeling, primary screen, biochemical, fluorescence polarization, FP-Rh probe, HTS. Protein phosphatase methylesterase 1 (Homo sapiens), Q9Y570. recombinant PME-1. inhibition, % at 5.9 µM. 0.53% of 320,000 active. AID 2130, 2009;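 active means inhibition above the campaign mean of all compounds plus 3 SD, cut at about 26% in these data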;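 further: competitive labeling of PME-1 active site by serine hydrolase directed probe; 0% = PME-1 with DMSO and 100% = wells lacking PME-1 enzyme; inhibitors block probe labeling so polarization falls and inhibition rises; many of its hits are not listed in these tables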
Fam108B counter – mouse Fam108B serine hydrolase inhibitors, primary screen, counter-screen for RBBP9 inhibitor project, biochemical, fluorescence polarization. recombinant Fam108B, FP-Rh probe fluorescence polarization. inhibition, % at 9.51 µM. 0.33% of 300,000 active;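 active means inhibition above the screen mean inhibition plus 3 SD, computed separately per campaign, cut at about 18% in these data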;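 further: inhibitors lower polarization as less probe binds the enzyme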
GLD-1 RNA inh – GLD-1/TGE RNA complex disruptors, primary screen, biochemical, fluorescence polarization; purified GLD-1 + fluorescein TGE RNA; AID 2280, 2010; 0.44% of 320,000 active; Female germline-specific tumor suppressor gld-1 (Caenorhabditis elegans), Q17339; inhibition, % at 5.96 µM;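 active means percent inhibition above a per-plate cutoff, the plate mean of test compounds plus 3 SD, cut at about 30% in these data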;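 further: 0% = DMSO wells with GLD-1 and probe and 100% = wells lacking GLD-1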
Target sequence (Q17339 whole entry, looked up): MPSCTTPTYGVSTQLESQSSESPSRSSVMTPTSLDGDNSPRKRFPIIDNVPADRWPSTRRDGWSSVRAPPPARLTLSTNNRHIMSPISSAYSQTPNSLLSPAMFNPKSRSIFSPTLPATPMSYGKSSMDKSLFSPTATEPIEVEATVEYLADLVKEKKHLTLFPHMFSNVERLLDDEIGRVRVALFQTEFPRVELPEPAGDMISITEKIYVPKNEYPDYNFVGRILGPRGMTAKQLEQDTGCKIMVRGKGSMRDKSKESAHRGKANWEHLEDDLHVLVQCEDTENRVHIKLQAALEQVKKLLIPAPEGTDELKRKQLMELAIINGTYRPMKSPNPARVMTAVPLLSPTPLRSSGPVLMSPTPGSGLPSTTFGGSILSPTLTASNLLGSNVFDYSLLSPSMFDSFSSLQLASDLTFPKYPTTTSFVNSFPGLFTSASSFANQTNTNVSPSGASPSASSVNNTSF
BCLXL inh – inhibitors of human Bcl-xL, primary screen, biochemical, fluorescence polarization, HTS. 0.7% of 320,000 active. GST-Bcl-xL / FITC-Bim BH3 peptide fluorescence polarization. inhibition, % at 10.9 µM;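 active means inhibition above the mean of all tested compounds plus 3 SD, cutoff set per campaign, cut at about 30% in these data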;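 further: 0% = DMSO wells and 100% = unlabeled Bim-BH3 peptide competitor; inhibitors lower millipolarization by displacing the labeled peptide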
MCL1-BIM inh – inhibitors of MCL1 binding to BIM-BH3, primary screen, biochemical, fluorescence polarization | inhibition, % at 10.9 µM | Induced myeloid leukemia cell differentiation protein Mcl-1 (Homo sapiens), Q07820 | GST-MCL1 / FITC-Bim-BH3 fluorescence polarization | 0.68% of 320,000 active;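 active means inhibition above the mean inhibition of all tested compounds plus 3 SD, set per campaign, cut at about 40% in these data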;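 further: 0% = DMSO wells and 100% = unlabeled Bim-BH3 peptide control; higher means more loss of mP so more displacement of Bim peptide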
Efflux pump mplx – inhibitors of Candida efflux pumps in yeast, primary screen, S. cerevisiae, Nile Red, multiplex | S. cerevisiae Candida pump triplex | inhibition, % at 10 µM | 0.44% of 330,000 active | AID 485275, 2010;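 active means plate passing quality check with inhibition over a set limit, or well fluorescence over plate mean plus 4 SD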;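 further: Nile Red retained in pooled yeast measured as flow cytometry median fluorescence; 0% = buffer negative control and 100% = Enniatin B positive control; higher means more Nile Red kept so more efflux inhibition; some compounds called inactive have numbers as strong as hits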
MEX-5 binding – MEX-5 zinc finger RNA-binding disruptors – biochemical, C. elegans, fluorescence polarization, MLPCN library, primary screen. Zinc finger protein mex-5 (Caenorhabditis elegans), Q9XUB2. MEX-5/FITC-TCR2 RNA binding; hits give low values. activity score (negative = inhibition of binding), % at 10 µM. 0.38% of 300,000 active. AID 1832, 2009;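 active means inhibition past about -25% in most replicates, and total fluorescence under double the plate's negative control median, limit read from the data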;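 further: 0% = DMSO and -100% = 5 µM competing unlabeled TCR2 RNA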
Target sequence (Q9XUB2 whole entry, looked up): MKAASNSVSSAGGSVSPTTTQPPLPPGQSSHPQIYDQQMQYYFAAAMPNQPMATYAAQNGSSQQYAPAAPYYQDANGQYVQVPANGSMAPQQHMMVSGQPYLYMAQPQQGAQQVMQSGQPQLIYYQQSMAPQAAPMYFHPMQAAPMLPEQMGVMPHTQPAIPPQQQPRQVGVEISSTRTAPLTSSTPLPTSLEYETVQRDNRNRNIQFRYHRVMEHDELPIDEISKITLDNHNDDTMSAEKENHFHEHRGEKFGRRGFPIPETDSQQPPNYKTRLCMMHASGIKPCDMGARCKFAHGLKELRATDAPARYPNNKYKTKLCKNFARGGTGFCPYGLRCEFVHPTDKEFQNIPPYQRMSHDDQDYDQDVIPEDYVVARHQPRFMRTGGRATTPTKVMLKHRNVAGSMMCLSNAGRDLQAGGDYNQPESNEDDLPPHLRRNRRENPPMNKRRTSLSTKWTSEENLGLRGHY
* hit, by the source's call.

How did CCn1ncc(CN2CCC(Oc3ccc(C(=O)N4CCCC4)cc3)CC2)c1C do in these assays?
GRK2 inh: 3; VLA-4 inh: 12; PME-1 inh: 1; Fam108B counter: 0; GLD-1 RNA inh: 6; BCLXL inh: 10; MCL1-BIM inh: 4; Efflux pump mplx: -0.1; MEX-5 binding: -1.2

How did Fc1ccccc1OCCSc1nc2ccccc2o1 do in these assays?
GRK2 inh: 3; VLA-4 inh: 14; PME-1 inh: 0; Fam108B counter: -5; GLD-1 RNA inh: 9; BCLXL inh: -11; MCL1-BIM inh: -10; Efflux pump mplx: 0.2; MEX-5 binding: 0.2

What do the screens show for `C[C@H]1COC(=O)CCCC/C=C\C[C@H](CC(=O)N(CCO)Cc2ccccc2)C(=O)N1`?
GRK2 inh: 0; VLA-4 inh: 11; GLD-1 RNA inh: 6; Efflux pump mplx: -0.1

How did COc1cccc(/C=N/Nc2snc(SC)c2C#N)c1 do in these assays?
GRK2 inh: 2; VLA-4 inh: -9; PME-1 inh: 15; Fam108B counter: -1; GLD-1 RNA inh: -2; BCLXL inh: 1; MCL1-BIM inh: 0; Efflux pump mplx: -0.2

How did Cc1ccnn1CCC(=O)N1CCCC(Nc2ccc(F)c(F)c2)C1 (stereo not given) do in these assays?
GRK2 inh: 0; VLA-4 inh: 0; PME-1 inh: 0; Fam108B counter: -1; GLD-1 RNA inh: -2; BCLXL inh: 5; MCL1-BIM inh: 9; Efflux pump mplx: -0.1; MEX-5 binding: 2.7

What do the screens show for `COc1ccc(-c2noc(-c3ccccc3C(=O)NCC3CCCO3)n2)cc1` (stereo not given)?
GRK2 inh: 0; VLA-4 inh: 11; PME-1 inh: -2; Fam108B counter: 1; GLD-1 RNA inh: 7; BCLXL inh: 5; MCL1-BIM inh: -3; Efflux pump mplx: -0.1

Results for FC(F)(F)c1cc(-c2ccco2)nc(NCc2ccccc2)n1 ?
GRK2 inh: 3; VLA-4 inh: -3; PME-1 inh: -6; Fam108B counter: 3; GLD-1 RNA inh: 3; BCLXL inh: -1; MCL1-BIM inh: -3; Efflux pump mplx: -0.1; MEX-5 binding: 0.2

How did O=S(=O)(c1ccc(=S)[nH]c1)N1CCCCCC1 do in these assays?
GRK2 inh: 0; VLA-4 inh: -22; PME-1 inh: 0; GLD-1 RNA inh: -1; BCLXL inh: 7; MCL1-BIM inh: 10; Efflux pump mplx: 0.1

Results for COc1cccc(/C=C2\SC(=S)N(CCC(=O)NNC(=O)c3ccccc3OC)C2=O)c1 ?
GRK2 inh: 1; VLA-4 inh: 5; PME-1 inh: -6; Fam108B counter: 0; GLD-1 RNA inh: 0; BCLXL inh: 3; MCL1-BIM inh: 0; Efflux pump mplx: 0.0; MEX-5 binding: -3.1

What do the screens show for `CCOC(=O)NC(=O)COC(=O)CCCc1nc2ccccc2s1`?
GRK2 inh: 1; VLA-4 inh: 7; PME-1 inh: 3; Fam108B counter: 3; GLD-1 RNA inh: -3; BCLXL inh: 4; MCL1-BIM inh: 0; Efflux pump mplx: -0.1; MEX-5 binding: -0.2

Results for O=C(COC(=O)c1ccc(F)cc1F)Nc1ccc2[nH]c(=O)[nH]c2c1 ?
GRK2 inh: 0; VLA-4 inh: 10; PME-1 inh: 3; Fam108B counter: 2; GLD-1 RNA inh: -2; BCLXL inh: 4; MCL1-BIM inh: -7; Efflux pump mplx: 0.0; MEX-5 binding: -1.9

Results for C[N+](C)(CCCCCC[N+](C)(C)CCCN1C(=O)c2cccc3cccc(c23)C1=O)CCCN1C(=O)c2cccc3cccc(c23)C1=O ?
GRK2 inh: 0; VLA-4 inh: 17; PME-1 inh: -3; Fam108B counter: 0; GLD-1 RNA inh: -4; BCLXL inh: 1; MCL1-BIM inh: -10; Efflux pump mplx: 0.0

What do the screens show for `CCc1cc2c3c(c(=O)oc2cc1OC(C)C(=O)O)CCCC3` (stereo not given)?
GRK2 inh: 0; VLA-4 inh: 14; PME-1 inh: -1; Fam108B counter: -4; GLD-1 RNA inh: 8; BCLXL inh: 3; MCL1-BIM inh: -2; Efflux pump mplx: 0.0; MEX-5 binding: 2.2

What do the screens show for `CCC(=O)Nc1cc(C)c(OC)c(C)c1`?
GRK2 inh: 0; VLA-4 inh: 6; PME-1 inh: -5; Fam108B counter: -1; GLD-1 RNA inh: 1; BCLXL inh: 5; MCL1-BIM inh: 2; Efflux pump mplx: 0.1; MEX-5 binding: 1.4

Results for Cc1ccc(C2=Nc3ccccc3N=C(c3ccco3)C2)c(O)c1 ?
GRK2 inh: 1; VLA-4 inh: -10; PME-1 inh: 5; Fam108B counter: 5; GLD-1 RNA inh: 10; BCLXL inh: 2; MCL1-BIM inh: -1; Efflux pump mplx: 0.3; MEX-5 binding: -4.7

What do the screens show for `CCOC(=O)c1cc2occc2n1CC(=O)Nc1ccc(OC)cc1OC`?
GRK2 inh: 0; VLA-4 inh: 12; PME-1 inh: 2; Fam108B counter: 4; GLD-1 RNA inh: -6; BCLXL inh: 1; MCL1-BIM inh: 1; Efflux pump mplx: -0.1; MEX-5 binding: 0.7

How did COCCCN1C(=O)C(O)=C(C(C)=O)C1c1cccc(F)c1 (stereo not given) do in these assays?
GRK2 inh: 2; VLA-4 inh: 0; PME-1 inh: -4; Fam108B counter: 0; GLD-1 RNA inh: -9; BCLXL inh: 0; MCL1-BIM inh: -1; Efflux pump mplx: 0.0; MEX-5 binding: 0.4

How did CN1C(=O)SC(Nc2ccccc2)C1=O (stereo not given) do in these assays?
GRK2 inh: 0; VLA-4 inh: 1; PME-1 inh: -2; Fam108B counter: -3; GLD-1 RNA inh: 2; BCLXL inh: 7; MCL1-BIM inh: 8; Efflux pump mplx: 0.2; MEX-5 binding: 0.4

What do the screens show for `Cc1cc(C)cc(Cn2ncc(Cl)c(Cl)c2=O)c1`?
GRK2 inh: 0; VLA-4 inh: 26; PME-1 inh: 5; Fam108B counter: -4; GLD-1 RNA inh: 9; BCLXL inh: 1; MCL1-BIM inh: -4; Efflux pump mplx: -0.1; MEX-5 binding: 1.6

How did O=C(c1cc2cc(Cl)ccc2oc1=O)N1CCN(c2ccccn2)CC1 do in these assays?
GRK2 inh: 0; VLA-4 inh: 4; PME-1 inh: -5; Fam108B counter: 6; GLD-1 RNA inh: -8; BCLXL inh: 5; MCL1-BIM inh: 5; Efflux pump mplx: 0.1; MEX-5 binding: 0.2

What do the screens show for `COc1ccc(NCc2nn(CC(=O)c3ccc(Br)cc3)c3[n+]2CCCCC3)cc1`?
GRK2 inh: 0; VLA-4 inh: -1; PME-1 inh: 0; Fam108B counter: 1; GLD-1 RNA inh: -3; BCLXL inh: 2; MCL1-BIM inh: 2; Efflux pump mplx: 0.0; MEX-5 binding: -1.1

Results for COc1ccc(C(=O)NCc2cc(C)nc3ccccc23)cc1 ?
GRK2 inh: 4; VLA-4 inh: 0; PME-1 inh: 5; Fam108B counter: 1; GLD-1 RNA inh: -3; BCLXL inh: 7; MCL1-BIM inh: 7; Efflux pump mplx: -0.1; MEX-5 binding: -0.5

How did COC(=O)c1sccc1NC(=O)C12CC3CC(CC(C3)C1)C2 do in these assays?
GRK2 inh: 1; VLA-4 inh: 2; PME-1 inh: 0; Fam108B counter: 1; GLD-1 RNA inh: -1; BCLXL inh: 6; MCL1-BIM inh: 1; Efflux pump mplx: 0.2; MEX-5 binding: 2.1

Results for O=C(Nc1cccc(NC(=O)c2cccs2)c1)c1ccco1 ?
GRK2 inh: 0; VLA-4 inh: 18; PME-1 inh: 3; Fam108B counter: -1; GLD-1 RNA inh: 8; BCLXL inh: 3; MCL1-BIM inh: 5; Efflux pump mplx: 0.0; MEX-5 binding: -0.3

What do the screens show for `CCN(Cc1cc2cccc(C)c2[nH]c1=O)C(=O)c1ccccc1OC`?
GRK2 inh: 3; VLA-4 inh: -12; PME-1 inh: 8; Fam108B counter: 5; GLD-1 RNA inh: 9; BCLXL inh: -37; MCL1-BIM inh: 1; Efflux pump mplx: 0.3; MEX-5 binding: 1.8

How did CCc1ccccc1NC(=O)CN1CCN(CC(=O)Nc2cc(C)ccc2OC)CC1 do in these assays?
GRK2 inh: 1; VLA-4 inh: -6; PME-1 inh: -5; Fam108B counter: -2; GLD-1 RNA inh: 2; BCLXL inh: 1; MCL1-BIM inh: -1; Efflux pump mplx: 0.1; MEX-5 binding: -0.1

Results for CN(C)c1ccc(C2/C(=C(/O)c3ccc(Br)cc3)C(=O)C(=O)N2C)cc1 (stereo not given) ?
GRK2 inh: 2; VLA-4 inh: -9; PME-1 inh: -9; Fam108B counter: 6; GLD-1 RNA inh: -6; BCLXL inh: 3; MCL1-BIM inh: -1; Efflux pump mplx: -0.3; MEX-5 binding: -1.5

How did Cc1ccc2sc(NC(=O)CSc3nc(C)cc(C)c3C#N)nc2c1 do in these assays?
GRK2 inh: 1; VLA-4 inh: 5; PME-1 inh: -3; Fam108B counter: 3; GLD-1 RNA inh: 4; BCLXL inh: 0; MCL1-BIM inh: 0; Efflux pump mplx: 0.1; MEX-5 binding: 0.5

What do the screens show for `COc1cc(/C=N/NC(=O)C(=O)N2CCCC2)ccc1O`?
GRK2 inh: 0; VLA-4 inh: -15; PME-1 inh: 1; Fam108B counter: 1; GLD-1 RNA inh: 6; BCLXL inh: 2; MCL1-BIM inh: 5; Efflux pump mplx: 0.0; MEX-5 binding: 3.3

Results for CC(C)C[C@H]1CN=C(N(C)C)N1CCc1cccc(F)c1 ?
GRK2 inh: 0; VLA-4 inh: 3; GLD-1 RNA inh: 5; Efflux pump mplx: -0.2

Results for O=c1cc(N2CCN(Cc3ccccc3)CC2)[nH]c(=O)n1-c1cccc(C(F)(F)F)c1 ?
GRK2 inh: 3; VLA-4 inh: 10; PME-1 inh: -3; Fam108B counter: -2; GLD-1 RNA inh: 5; BCLXL inh: 9; MCL1-BIM inh: 0; Efflux pump mplx: -0.2; MEX-5 binding: -2.5

Among those listed so far, 2 have a CF3 group:
Results for FC(F)(F)c1cc(-c2ccco2)nc(NCc2ccccc2)n1 ?
GRK2 inh: 3; VLA-4 inh: -3; PME-1 inh: -6; Fam108B counter: 3; GLD-1 RNA inh: 3; BCLXL inh: -1; MCL1-BIM inh: -3; Efflux pump mplx: -0.1; MEX-5 binding: 0.2

Results for O=c1cc(N2CCN(Cc3ccccc3)CC2)[nH]c(=O)n1-c1cccc(C(F)(F)F)c1 ?
GRK2 inh: 3; VLA-4 inh: 10; PME-1 inh: -3; Fam108B counter: -2; GLD-1 RNA inh: 5; BCLXL inh: 9; MCL1-BIM inh: 0; Efflux pump mplx: -0.2; MEX-5 binding: -2.5

Some of the compounds tested; rates above refer to the full screens.
